# Bioassay records deposited in PubChem BioAssay by Broad Institute.
# TcdB GH inh: TcdB glycohydrolase inhibition | inhibition, % at 9.99 µM | AID 652162 | hit rate 0.24% among 350,000 | P18177 | TcdB glycohydrolase enzymatic assay, plate reader; in the data active = inhibition above about 10%
# Numbers without * were called inactive.
# Start of the data: the first 9 entries as a preview:
No. | mol | TcdB GH inh
1 | N#C[C@H]1[C@@H](c2ccccc2)[C@H](CO)N1S(=O)(=O)c1cccc(F)c1 | 0.4
2 | CCC(=O)N1C[C@@H](O)COC[C@H]2O[C@@H](CC(=O)NC)CC[C@@H]21 | 0.8
3 | Cc1ccc(S(=O)(=O)N2C[C@H](O)COC[C@@H]3O[C@@H](CC(=O)N[C@H]4CCN(Cc5ccccc5)C4)CC[C@H]32)cc1 | -0.1
4 | CC(C)NC(=O)N(C)C[C@@H]1Oc2cc(C#CC3CC3)ccc2S(=O)(=O)N([C@@H](C)CO)C[C@H]1C | 0.9
5 | CCC(=O)N1[C@H](CO)[C@H]2c3ccccc3N(C(=O)c3ccccc3F)C[C@H]21 | -0.4
6 | C[C@@H]1CN([C@@H](C)CO)C(=O)c2cc(NC(=O)CCCN(C)C)ccc2O[C@@H]1CN(C)S(=O)(=O)c1cccs1 | 0.9
7 | C/C=C/c1ccc2c(c1)O[C@@H](CN(C)Cc1cncnc1)[C@H](C)CN([C@@H](C)CO)S2(=O)=O | -2.2
8 | C[C@@H]1CN([C@@H](C)CO)C(=O)c2cc(NC(=O)C3CC3)ccc2O[C@H]1CN(C)Cc1ccc(Cl)c(Cl)c1 | 2.1
9 | COc1ccc(NC(=O)Nc2ccc3c(c2)C(=O)N([C@@H](C)CO)C[C@@H](C)[C@H](CN(C)C(=O)NC(C)C)OCCCC[C@@H](C)O3)cc1 | -0.7

# All compounds of this part, from the first entry:
No. | mol | TcdB GH inh
1 | N#C[C@H]1[C@@H](c2ccccc2)[C@H](CO)N1S(=O)(=O)c1cccc(F)c1 | 0.4
2 | CCC(=O)N1C[C@@H](O)COC[C@H]2O[C@@H](CC(=O)NC)CC[C@@H]21 | 0.8
3 | Cc1ccc(S(=O)(=O)N2C[C@H](O)COC[C@@H]3O[C@@H](CC(=O)N[C@H]4CCN(Cc5ccccc5)C4)CC[C@H]32)cc1 | -0.1
4 | CC(C)NC(=O)N(C)C[C@@H]1Oc2cc(C#CC3CC3)ccc2S(=O)(=O)N([C@@H](C)CO)C[C@H]1C | 0.9
5 | CCC(=O)N1[C@H](CO)[C@H]2c3ccccc3N(C(=O)c3ccccc3F)C[C@H]21 | -0.4
6 | C[C@@H]1CN([C@@H](C)CO)C(=O)c2cc(NC(=O)CCCN(C)C)ccc2O[C@@H]1CN(C)S(=O)(=O)c1cccs1 | 0.9
7 | C/C=C/c1ccc2c(c1)O[C@@H](CN(C)Cc1cncnc1)[C@H](C)CN([C@@H](C)CO)S2(=O)=O | -2.2
8 | C[C@@H]1CN([C@@H](C)CO)C(=O)c2cc(NC(=O)C3CC3)ccc2O[C@H]1CN(C)Cc1ccc(Cl)c(Cl)c1 | 2.1
9 | COc1ccc(NC(=O)Nc2ccc3c(c2)C(=O)N([C@@H](C)CO)C[C@@H](C)[C@H](CN(C)C(=O)NC(C)C)OCCCC[C@@H](C)O3)cc1 | -0.7
10 | C[C@H]1CN([C@@H](C)CO)C(=O)Cc2cc(NC(=O)CCC(F)(F)F)ccc2O[C@@H]1CN(C)Cc1ccc(Cl)c(Cl)c1 | -0.1
11 | CCC(=O)Nc1ccc2c(c1)OC[C@H](C)N(Cc1cccc(F)c1)C[C@H](C)[C@@H](OC)CN(C)C2=O | -0.4
12 | Cc1cccc(-c2ccc([C@H]3[C@H](CO)N4C(=O)CN(C(=O)NC5CCCCC5)C[C@@H]34)cc2)c1 | 0.5
13 | COCCNC(=O)C[C@H]1CC[C@H]2[C@@H](COC[C@@H](O)CN2Cc2ccc(Cl)c(Cl)c2)O1 | 0.7
14 | COc1cccc(S(=O)(=O)N(C)C[C@H]2Oc3cc(C4=CCCCC4)ccc3S(=O)(=O)N([C@H](C)CO)C[C@@H]2C)c1 | 0.6
15 | O=C(Cc1ccccn1)N[C@H]1CC[C@@H](CCNC(=O)c2cc(Cl)cc(Cl)c2)O[C@@H]1CO | -2.2
16 | COCC(=O)Nc1ccc2c(c1)[C@H]1C[C@H](CC(=O)NCc3cccc(F)c3)O[C@@H](CO)[C@H]1O2 | -1.0
17 | C[C@H](CO)N1C[C@H](C)[C@@H](CN(C)Cc2ccc(C(F)(F)F)cc2)Oc2ccc(NS(=O)(=O)c3cccs3)cc2CC1=O | 0.1
18 | COc1cccc(NC(=O)N2[C@H](CO)[C@H](c3ccccc3)[C@H]2CNCC(C)C)c1 | 1.2
19 | C[C@@H]1CN([C@@H](C)CO)C(=O)c2cc(NC(=O)Cn3cnnn3)ccc2O[C@@H]1CN(C)Cc1ccc(C(=O)Nc2ccccc2N)cc1 | 0.6
20 | CO[C@H]1CN(C)C(=O)c2cc(NC(C)=O)ccc2OC[C@@H](C)N(C(=O)Cc2cccnc2)C[C@H]1C | -0.9
21 | CCC(=O)Nc1ccc2c(c1)C(=O)N(C)[C@@H]1CC[C@@H](CC(=O)NC3CCCC3)O[C@H]1CO2 | 0.5
22 | Cc1ccc(S(=O)(=O)Nc2cccc3c2O[C@@H](CN(C)Cc2ccccc2)[C@@H](C)CN([C@@H](C)CO)C3=O)cc1 | 0.3
23 | Cc1ccc(S(=O)(=O)N(C)C[C@@H]2Oc3ccc(NC(=O)CCCCCC(=O)Nc4ccccc4N)cc3CC(=O)N([C@H](C)CO)C[C@H]2C)cc1 | -6.7
24 | O=C(Cc1ccccc1)N1CC(=O)N2[C@H](C1)[C@H](c1ccc(C#CCc3ccccc3)cc1)[C@@H]2CO | 0.6
25 | COCC(=O)N1[C@H](CO)[C@@H]2c3ccccc3N(C(=O)Nc3ccccc3F)C[C@@H]21 | -0.6
26 | C[C@@H]1CN([C@@H](C)CO)C(=O)c2cc(NC(=O)Cc3cn(C)c4ccccc34)ccc2O[C@H]1CN(C)CC1CCCCC1 | 0.7
27 | C[C@@H]1CN([C@@H](C)CO)C(=O)c2cc(C#CC3CCCC3)cnc2O[C@H]1CN(C)C(=O)Nc1ccccc1 | -0.6
28 | CO[C@H]1CN(C)C(=O)c2cc(NC(=O)Nc3ccc(F)cc3)ccc2OC[C@H](C)NC[C@@H]1C | -7.1
29 | O=S(=O)(Cc1ccccc1)N1CCCCN2[C@H](C1)[C@H](c1ccc(-c3cncnc3)cc1)[C@@H]2CO | -4.7
30 | CO[C@@H]1CN(C)C(=O)c2ccc(NS(=O)(=O)C3CCCCC3)cc2OC[C@@H](C)NC[C@@H]1C | -0.4
31 | COCCOC(=O)N1C(=O)[C@@]2(c3ccccc31)[C@H](C(=O)Nc1nc3ccccc3s1)[C@H]1C(=O)O[C@H](c3ccccc3)[C@H](c3ccccc3)N1[C@@H]2c1ccc(OCCO)cc1 | -0.1
32 | COCC(=O)N1CC2(C1)[C@H](c1ccccc1)[C@H](CO)N2Cc1ccccc1OC | 1.3
33 | C[C@@H]1CCCCO[C@@H](CN(C)C(=O)NC2CCCCC2)[C@@H](C)CN([C@H](C)CO)C(=O)c2cc(NS(=O)(=O)c3ccc(Cl)cc3)ccc2O1 | 0.7
34 | CCC(=O)N(C)C[C@H]1Oc2ncc(-c3ccccc3OC)cc2C(=O)N([C@H](C)CO)C[C@@H]1C | 0.6
35 | CCCC(=O)N1CC2(C1)CN(CC1CC1)[C@@H](CO)c1[nH]c3cc(OC)ccc3c12 | 0.1
36 | CO[C@@H]1CN(C)C(=O)c2cc(C#N)ccc2OCC[C@H]2CC[C@@H](OC)[C@@H](CN(C)C(=O)[C@H]1C)O2 | -0.2
37 | CCC(=O)N[C@@H]1C=C[C@@H](CC(=O)NCc2ccc(OC)cc2)O[C@H]1CO | -0.5
38 | COCC(=O)N1CC2(C1)[C@H](c1ccc(C3=CCCC3)cc1)[C@H](CO)N2C(=O)COC | 0.8
39 | COc1ccc(S(=O)(=O)N(C)C[C@H]2OCCCC[C@H](C)Oc3ccc(NS(=O)(=O)c4ccc(C)cc4)cc3C(=O)N([C@H](C)CO)C[C@H]2C)cc1 | 0.1
40 | Cc1ccc(-c2ccc([C@@H]3[C@H](CO)N4C(=O)CN(C(=O)Nc5ccc(F)cc5)C[C@@H]34)cc2)cc1 | 1.9
41 | CC(C)NC(=O)Nc1ccc2c(c1)C(=O)N([C@@H](C)CO)C[C@@H](C)[C@@H](CN(C)Cc1ccccc1)OCCCC[C@H](C)O2 | 0.0
42 | COc1ccc(NC(=O)Nc2ccc3c(c2)CC(=O)N([C@H](C)CO)C[C@H](C)[C@H](CN(C)C(=O)Nc2ccc(OC)cc2)O3)cc1 | -0.4
43 | O=C(C1CC1)N1CC2(C1)[C@H](c1ccccc1)[C@@H](CO)N2Cc1cncnc1 | 1.0
44 | CO[C@@H]1CN(C)C(=O)c2cc(NC(=O)CC(F)(F)F)ccc2OC[C@H](C)N(C(=O)C2CC2)C[C@H]1C | -0.5
45 | CO[C@@H](CN(C)C(=O)c1cnccn1)[C@H](C)CN([C@H](C)CO)S(=O)(=O)c1ccc(C)cc1 | 0.5
46 | C[C@@H]1CN([C@@H](C)CO)S(=O)(=O)c2ccc(C#CCN(C)C)cc2O[C@@H]1CN(C)Cc1ccccn1 | -0.2
47 | C[C@H]1CN([C@@H](C)CO)C(=O)c2cc(C3=CCCC3)cnc2O[C@@H]1CN(C)C(=O)c1ccccn1 | -0.5
48 | C[C@H](CO)N1C[C@H](C)[C@@H](CN(C)C(=O)Nc2ccc(C(F)(F)F)cc2)OCCCC[C@H](C)Oc2ccc(NC(=O)C3CCCCC3)cc2C1=O | -2.1
49 | CCCN(C)C[C@@H]1Oc2ncc(C#Cc3ccccc3)cc2C(=O)N([C@H](C)CO)C[C@@H]1C | 0.5
50 | COc1ccc(NC(=O)N2C[C@H](O)COC[C@H]3O[C@@H](CC(=O)NC4Cc5ccccc5C4)CC[C@@H]32)cc1 | -2.0

# (continued)
No. | mol | TcdB GH inh
51 | CN(C)C(=O)[C@H]1[C@H](CO)[C@H]2Cn3c(ccc(-c4ccccc4)c3=O)[C@H]2N1Cc1ccccc1F | -0.3
52 | CN1C(=O)c2cc(NC(=O)c3ccc(F)c(F)c3)ccc2OC[C@H]2O[C@@H](CC(=O)Nc3ccc4c(c3)COC4)CC[C@@H]21 | -0.7
53 | COc1ccc(NC(=O)N(C)C[C@H]2Oc3ccc(NS(=O)(=O)c4ccc(OC)cc4)cc3C(=O)N([C@@H](C)CO)C[C@H]2C)cc1 | 0.6
54 | C[C@@H]1CCCCO[C@@H](CN(C)S(=O)(=O)c2cccs2)[C@@H](C)CN([C@@H](C)CO)C(=O)c2cc(NS(=O)(=O)c3cccs3)ccc2O1 | -0.4
55 | CC=Cc1ccc2n(c1=O)C[C@H]1[C@H](CO)[C@@H](C(=O)N[C@H](C)c3ccccc3)N(C)[C@@H]21 (mixture of isomers) | -0.1
56 | COc1ccc(CN(C)C[C@@H]2Oc3c(NC(=O)Nc4ccccc4)cccc3C(=O)N([C@@H](C)CO)C[C@H]2C)cc1 | 1.6
57 | CCCNC(=O)[C@H]1[C@H](CO)[C@H]2Cn3c(ccc(-c4ccccc4F)c3=O)[C@@H]1N2CC1CC1 | -0.4
58 | COCC(=O)N(C)C[C@@H]1Oc2cc(-c3cccnc3)ccc2S(=O)(=O)N([C@@H](C)CO)C[C@H]1C | -0.3
59 | COc1ccc(S(=O)(=O)Nc2cccc3c2O[C@@H](CN(C)Cc2ccc(C(=O)Nc4ccccc4N)cc2)[C@@H](C)CN([C@@H](C)CO)C3=O)cc1 | -0.7
60 | CO[C@@H]1CN(C)C(=O)c2cc(NC(=O)c3ccccc3F)ccc2OC[C@H](C)N(C(=O)c2ccccc2F)C[C@H]1C | 1.1
61 | C[C@@H]1CN([C@H](C)CO)C(=O)Cc2cc(NC(=O)Nc3ccc4c(c3)OCO4)ccc2O[C@H]1CN(C)C(=O)Nc1cccc2ccccc12 | -1.7
62 | C[C@H](NC(=O)C[C@@H]1CC[C@H]2[C@@H](COC[C@H](O)CN2C)O1)c1ccccc1 | -0.2
63 | C[C@H](CO)N1C[C@H](C)[C@@H](CN(C)C(=O)C2CCOCC2)Oc2ncc(C3=CCCC3)cc2C1=O | -2.1
64 | C[C@H](NC(=O)C[C@@H]1CC[C@@H](NS(=O)(=O)c2cccc(F)c2)[C@H](CO)O1)c1ccccc1 | -0.4
65 | CCCNC(=O)Nc1ccc2c(c1)OC[C@@H](C)N(Cc1ccccn1)C[C@H](C)[C@H](OC)CN(C)C2=O | 0.2
66 | CCCc1cn(CC[C@H]2CC[C@@H](NC(=O)C3CCOCC3)[C@@H](CO)O2)nn1 | -10
67 | O=C(NCC[C@H]1CC[C@@H](NS(=O)(=O)c2ccccc2)[C@@H](CO)O1)c1ccccc1F | 0.1
68 | O=C(N[C@@H]1CC[C@@H](CCn2cc(-c3ccccc3)nn2)O[C@H]1CO)c1ccccc1F | 0.0
69 | CC(C)NC(=O)N(C)C[C@H]1OCCCC[C@@H](C)Oc2ccc(NS(=O)(=O)c3cccs3)cc2C(=O)N([C@H](C)CO)C[C@H]1C | 1.2
70 | CCC(=O)N(C)C[C@H]1Oc2ncc(-c3ccc(C)cc3)cc2C(=O)N([C@H](C)CO)C[C@H]1C | -2.0
71 | COC(=O)c1ccc(CN2CC(=O)N3[C@H](CO)[C@H](c4ccc(Br)cc4)[C@@H]3C2)cc1 | 0.2
72 | C[C@H]1CN([C@@H](C)CO)C(=O)c2cccc(NC(=O)c3cnccn3)c2O[C@H]1CN(C)CC1CC1 | 0.0
73 | C[C@H]1CN([C@@H](C)CO)C(=O)c2cc(N(C)C)ccc2O[C@@H]1CN(C)C(=O)Nc1ccc(C(F)(F)F)cc1 | -1.6
74 | Cc1noc(C)c1NC(=O)N(C)C[C@@H]1Oc2ccc(NS(=O)(=O)c3ccccc3)cc2CC(=O)N([C@H](C)CO)C[C@@H]1C | -0.3
75 | CNC[C@@H]1Oc2c(NC(=O)Nc3c(C)noc3C)cccc2C(=O)N([C@H](C)CO)C[C@@H]1C | -0.6
76 | Cc1ccc(S(=O)(=O)NCC[C@H]2CC[C@H](NC(=O)c3cccnc3)[C@H](CO)O2)cc1 | 0.1
77 | C[C@@H]1CCCCO[C@@H](CN(C)C(=O)Cc2ccccc2)[C@@H](C)CN([C@@H](C)CO)C(=O)c2cc(NS(=O)(=O)c3cn(C)cn3)ccc2O1 | 1.2
78 | C[C@@H]1CCCCO[C@H](CN(C)Cc2ccc(C(F)(F)F)cc2)[C@H](C)CN([C@@H](C)CO)C(=O)c2cc(NS(=O)(=O)c3ccc(F)cc3)ccc2O1 | 0.9
79 | CC=Cc1ccc2n(c1=O)C[C@H]1[C@H](CO)[C@@H](C(=O)NCc3ccccc3)N(CCC(F)(F)F)[C@@H]21 (mixture of isomers) | 1.2
80 | C[C@@H]1CN([C@@H](C)CO)C(=O)c2cc(NC(=O)Cn3cnnn3)ccc2O[C@@H]1CN(C)S(=O)(=O)c1ccc(F)cc1 | -1.3

# Some of the compounds tested, so the mix of outcomes need not match the whole.
